Bioassay records as filed in PubChem.
TbMetRS inhib: blocks T. brucei methionyl-tRNA synthetase activity; 360,000 tested, 0.4% active; purified T. brucei MetRS, ATP depletion, Kinase-Glo luminescence; inhibition, % at 11.9 µM;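 active = inhibition above a per-plate cutoff of the control wells' mean inhibition plus 3 SD, cut at about 5.5% in these data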;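 note: 0% = DMSO wells median and 100% = median of wells with control inhibitor compound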
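Dosing: 11.9 µM compound single dose, 0.9% DMSO; Assay system: purified T. brucei MetRS enzyme; Measured by: Kinase-Glo luciferase luminescence reporting remaining unconsumed ATP; Schedule: 15 min plus 2 h at 25 °C.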
DNMT1 inh: blocks human DNA methyltransferase DNMT1; P26358; DNMT1 molecular beacon, Hinp1I cleavage, fluorescence; inhibition (reported as % activation of signal), % at 10 µM; 360,000 tested, 0.83% active; in the data active = inhibition above about 50%
bovine MsrA act: activators of bovine methionine sulfoxide reductase A. purified bovine MsrA, absorbance read-out. activation, % at 10.6 µM. 360,000 tested, 0.3% active. AID 602163; in the data active = activation above about 7.5%;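 note: 0% = vehicle and 100% = reference activator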
CendR NRP1 mod: alters CendR peptide binding to human NRP-1 | 360,000 tested, 0.85% active | inhibition, % at 25 µM | AID 602438 | FAM-RPARPAR peptide binding to NRP-1, fluorescence polarization;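 active = inhibition or corrected inhibition above about 18%, plus a signal ratio from 0.5 to 1.5, limit read from the data, passing the limit was not always enough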; note: strong numbers were not always called active
SUMO1-SIM PPI: SUMO1-SIM interaction modulation. 360,000 tested, 0.33% active. inhibition, % at 20 µM. AID 602429. SUMO1 binding to a labelled peptide, TR-FRET, 1 h; in the data active = inhibition above about 37%
MsrA inhibitor: inhibits bovine methionine sulfoxide reductase A | purified bovine MsrA, absorbance read-out | inhibition, % at 15.5 µM | 360,000 tested, 0.75% active | AID 651718; in the data active = inhibition above about 4.5%;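 note: 0% = vehicle wells with enzyme and 100% = reference inhibitor wells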
Scp1 inh: blocks human Scp-1 phosphatase activity; Recombinant Scp1, phosphopeptide, malachite green phosphate absorbance; AID 493091; inhibition, % at 20 µM; Q9GZU7; 340,000 tested, 0.88% active;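 active = inhibition above about 50% at 20 µM, limit read from the data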;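 note: plate controls were DMSO wells with enzyme for no effect and wells lacking enzyme for full effect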
Target sequence (Q9GZU7 76-261 limits assumed): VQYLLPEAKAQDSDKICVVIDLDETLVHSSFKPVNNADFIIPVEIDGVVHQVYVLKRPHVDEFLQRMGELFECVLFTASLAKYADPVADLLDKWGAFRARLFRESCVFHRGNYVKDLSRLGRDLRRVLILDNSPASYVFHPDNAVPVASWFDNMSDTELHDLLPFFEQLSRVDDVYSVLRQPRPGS
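Incubation: 45 min enzyme reaction at room temperature / System: truncated SCP-1 phosphatase (76-261aa) / Reagent: Phospho 17-mer peptide substrate / Buffer or medium: Acidic Tris acetate buffer with magnesium and detergent / Signal: absorbance at 630 nm / Doses: one concentration, 20 µM, with 1.0% DMSO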
STEP inh: STEP (human) phosphatase inhibition; P54829; recombinant STEP, OMFP fluorogenic substrate, fluorescence; inhibition, % at 20 µM; 360,000 tested, 0.25% active; AID 588621;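 active = inhibition at 20 µM, scaled per plate between control wells, above about 37%, limit read from the data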;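 note: 0% = DMSO with enzyme and substrate and 100% = substrate only without enzyme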
Target sequence (P54829 whole entry, looked up): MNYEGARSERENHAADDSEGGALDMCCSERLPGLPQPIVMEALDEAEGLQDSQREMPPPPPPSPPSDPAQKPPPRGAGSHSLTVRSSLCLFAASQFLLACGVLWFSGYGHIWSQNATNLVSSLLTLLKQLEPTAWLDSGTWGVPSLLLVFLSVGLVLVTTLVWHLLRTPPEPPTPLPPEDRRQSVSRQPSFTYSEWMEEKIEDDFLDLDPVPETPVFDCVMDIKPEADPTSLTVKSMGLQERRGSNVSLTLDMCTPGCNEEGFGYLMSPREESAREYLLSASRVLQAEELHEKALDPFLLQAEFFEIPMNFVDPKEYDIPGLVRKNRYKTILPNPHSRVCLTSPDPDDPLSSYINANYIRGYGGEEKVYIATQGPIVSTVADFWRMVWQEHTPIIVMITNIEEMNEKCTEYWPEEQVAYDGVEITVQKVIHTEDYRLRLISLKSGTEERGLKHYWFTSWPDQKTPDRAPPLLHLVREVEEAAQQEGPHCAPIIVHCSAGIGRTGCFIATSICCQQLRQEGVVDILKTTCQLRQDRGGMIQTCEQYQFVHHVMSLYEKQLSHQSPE
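System: STEP (striatal-enriched tyrosine phosphatase) enzyme, cell-free; medium: Bis-Tris pH 6.0 buffer with DTT, detergent; dosing: 20 µM, 1% DMSO; times: reaction 20 min, ambient temperature; detection: fluorescence, 480/540 nm; read-out basis: normalized % inhibition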
LMPTP block: blocks human LMPTP phosphatase | P24666 | recombinant LMPTP-A, OMFP fluorogenic substrate, fluorescence intensity | inhibition, % at 20 µM | 360,000 tested, 0.22% active | AID 651560;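 active = compounds that cut the enzyme signal by at least half of the control window in the single-dose screen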;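 note: plate controls were DMSO wells with enzyme plus substrate for no effect and substrate without enzyme for full effect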
Target sequence (P24666 whole entry, looked up): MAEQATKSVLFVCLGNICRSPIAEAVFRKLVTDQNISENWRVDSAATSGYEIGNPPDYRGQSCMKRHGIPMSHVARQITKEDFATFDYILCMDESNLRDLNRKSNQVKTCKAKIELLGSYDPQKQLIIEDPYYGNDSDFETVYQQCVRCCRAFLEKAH
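Assay system: LMPTP-A enzyme. Input: 0.625 nM LMPTP-A final. Probe or stimulus: 400 µM OMFP. Compound dosing: single 20 µM dose. Schedule: 50 min dark incubation at room temperature. Detection: fluorescence intensity of OMFP turnover product. Read-out: percent inhibition versus substrate-only and uninhibited controls. Benchmarks: no-enzyme low control, uninhibited high control.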
E coli Lon inh: E. coli protease La inhibition | P0A9M0 | purified E. coli Lon protease, fluorescence polarization | inhibition, % at 7.94 µM | 360,000 tested, 0.42% active | AID 602123; in the data active = inhibition above about 13%, passing the limit was not always enough;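 note: 0% = enzyme with probe and DMSO and 100% = no enzyme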
The depositor's hits bear a star; · = not tested or not shown. Rows were taken by chance. About 4.3% of those tested had a hit in this group.

Structure,STEP inh,CendR NRP1 mod,TbMetRS inhib,MsrA inhibitor,Scp1 inh,SUMO1-SIM PPI,E coli Lon inh,DNMT1 inh,bovine MsrA act,LMPTP block
COc1ccc(N2CCN(Cc3nc(-c4ccc(Cl)cc4Cl)no3)CC2)cc1,4,-6,0.1,0.0,-3,2,-2,-8,-3,3.4
C=CCn1c(COc2cccc(C)c2C)nnc1SCC(=O)N1CCN(c2ccccc2)CC1,-1,-4,-0.4,0.7,4,-3,-20,-1,-7,0.4
CCCC(=O)NC(=S)Nc1ccccc1N1CCOCC1,-1,4,-0.4,1.1,-6,1,-1,3,0,-0.9
O=C(CP(=O)(c1ccccc1)c1ccccc1)Nc1nc2ccc(Cl)cc2s1,-1,6,1.3,-0.5,-13,-2,-3,-4,-3,2.2
CNC(=O)C[C@H]1C(=O)N(Cc2ccccc2)C[C@@H]1CSC,-1,-7,0.3,-0.1,·,-1,-10,2,-4,-0.3
CCOC(=O)C1CCN(C(=O)c2ccc3c(=O)n4c(nc3c2)CCCCC4)CC1,-3,6,-0.3,0.4,-10,-20,3,-20,-1,-9.7
O=C(COC(=O)CNC(=O)C1CCCCC1)NCc1ccccc1,0,-10,0.0,0.4,-5,2,2,5,-3,-1.7
COc1cccc(CNC(=O)COC(=O)C2CC3CCCC(C2)C3=O)c1 (centres undefined),2,6,-0.2,-0.1,-3,3,-3,1,-5,-0.2
COc1ccc(-c2noc(N3CCC(C(=O)NC(C)c4ccccc4)CC3)n2)cc1 (centres undefined),3,-7,-0.1,-0.2,-9,4,-8,-4,-1,-0.4
CC(NC(=O)C1CCCN(S(=O)(=O)c2cnc[nH]2)C1)c1ccccc1 (centres undefined),-1,11,-0.3,-1.0,0,2,2,0,-7,-0.1
C#CCn1c(=NC(=O)c2ccc(Cl)s2)sc2cccc(OC)c21,0,-16,-0.8,0.6,-8,-2,-2,48,-1,3.1
O=C(c1csc2c1CCCC2)N1CCN(c2ccccc2)CC1,-2,0,-0.3,-1.4,-8,-3,1,-9,2,-0.8
COc1ccccc1N1CCN(CCS(=O)(=O)c2cc(Cl)ccc2Cl)CC1,-1,6,-0.3,-0.7,·,0,4,1,-3,-1.0
Cc1ccc(S(=O)(=O)NCCC(=O)Nc2cccc(S(=O)(=O)N3CCCC3)c2)cc1C,-2,-6,-0.1,-0.6,-8,-1,-18,-3,0,-0.6
Cc1ccc(CNC(=O)/C=C/c2c(Cl)cccc2Cl)cc1,4,-13,-0.3,0.5,-8,0,-5,26,-2,-0.1
COc1cc(OC)c(C(=O)Nc2ccc(S(=O)(=O)Nc3ncccn3)cc2)cc1OC,8,-8,-1.1,1.1,3,4,-8,1,-4,-1.6
COCCn1nnnc1C(c1cccs1)N1CCN(c2nc3ccccc3s2)CC1 (centres undefined),0,6,-0.4,0.2,-7,3,10,12,0,0.7
COc1ccccc1OCCNC(=O)CCNS(=O)(=O)c1ccc(C)cc1,3,-14,0.3,1.5,-5,-1,3,1,-2,-0.1
O=C(/C=C/c1ccco1)Nc1ccccn1,0,9,-1.1,3.9,27,-13,2,-2,-7,-1.1
O=C(NC12CC3CC(CC(C3)C1)C2)c1cc([N+](=O)[O-])ccc1Cl,-2,0,-0.3,-0.1,-5,-21,-8,0,-2,0.3
O=C(c1ccccc1)N(c1ccccc1)C1C=CS(=O)(=O)C1 (centres undefined),0,-2,-1.5,0.3,-12,3,-2,1,-4,-1.3
COC(=O)c1ccccc1NC(=O)Nc1cc(C)cc(C)n1,1,-3,0.3,-0.4,-4,-5,-1,-3,-2,-0.2
CSc1ccc(-c2cc3c(c4c2ccn4C)C2CCC3O2)cc1 (centres undefined),2,0,-0.6,0.5,·,0,7,-2,-3,2.6
COc1cc(S(=O)(=O)N2CCCCC2)ccc1NC=O,-1,-5,-0.4,0.4,6,-1,0,-2,0,-0.1
CCN(Cc1ccc(Cl)s1)C(=O)c1cccc(OCc2c(C)noc2C)c1,0,-10,-0.5,0.3,-2,1,-4,-3,0,1.0
COc1ccc(N2CCN(C(=O)c3ccc(F)cc3)CC2)c([N+](=O)[O-])c1,0,-3,3.0,-1.6,-8,-25,-4,-3,-3,0.7
O=C(COc1ccccc1)Nc1cccc(S(=O)(=O)N2CCCC2)c1,-1,2,0.2,-0.4,0,-1,13,-2,-4,-0.9
OCC[C@H]1C[C@H](O)[C@@H](O)[C@@]2(OCc3ccccc32)O1,-1,15,-0.4,0.0,-4,-2,2,-5,-6,-1.6
COc1ccc(NC(=O)COC(=O)CCSc2ccccc2)cc1OC,2,5,-0.3,0.0,-10,6,0,-5,-2,-0.3
Clc1cccc(Nc2c3c(nc4ncnn24)CCC3)c1,9,-2,0.2,1.4,0,1,-5,6,-1,-0.7
Cc1ccc(C(=O)OCC(=O)Nc2ccc3c(c2)OCCO3)cc1C,0,-10,-0.5,-0.3,-6,0,1,-3,-3,0.7
CC1CCN(C(=O)CCc2nnc3ccc(NCCCN4CCCC4=O)nn23)CC1,1,21,0.1,0.8,-12,-4,-2,1,1,-1.5
COc1ccc(CN2C(=NC(=O)C3CCCO3)SC3CS(=O)(=O)CC32)cc1 (centres undefined),-1,-1,-0.3,1.0,-6,4,-4,5,-1,0.1
CCN(CC)c1ccc(N2C(=O)/C(=C\c3cccs3)SC2=S)cc1,1,-5,-0.6,1.4,-4,-5,-7,26,-5,1.2
Cn1c(=O)cc(OCC(=O)Nc2ccccn2)c2ccccc21,-2,0,-0.6,0.2,0,-1,-1,-1,-10,0.0
c1ccc(CN2CCC3(CCCc4ccccc43)CC2)cc1,-1,6,-1.9,-0.1,-1,3,-6,2,-11,0.1
CCn1c(NCc2cc(OC)ccc2OC)nc2ccccc21,-3,10,9.8*,-0.7,-1,-4,4,3,-3,1.5
COc1ccc(Cl)cc1-n1c(C)cc(C(=O)OCC(=O)N2CC(=O)Nc3ccccc32)c1C,-3,-9,-1.1,0.1,-2,-3,7,-9,-8,1.9
CC1CN(C(=O)COC(=O)c2cnc(Cl)c(Cl)c2)CC(C)O1 (centres undefined),-1,9,-0.1,-1.5,0,1,-10,-1,-4,-1.0
COc1ccc(NC(=S)Nc2ccccc2C(F)(F)F)cc1,6,0,-0.1,0.9,-6,7,0,0,-3,-0.3
CCOC(=O)c1ccc2c(c1)nc(SCC(=O)N1CCCCC1)n2CC,2,-25,-0.8,-0.6,4,3,-4,-1,-5,0.0
Cc1cccc(OCC(O)CN2C(C)(C)CC(O)CC2(C)C)c1 (centres undefined),2,7,0.1,-1.1,-3,0,14*,0,-2,0.3
CCc1sc(C(=O)N2CCc3cc(OC)c(OC)cc3C2CC(=O)O)cc1C (centres undefined),-2,5,-0.2,1.4,-10,-1,2,-6,-3,-0.2
COc1cncc(-c2cnc3sc(NCCc4ccccn4)nn23)c1,3,-7,-0.2,-0.5,·,5,1,6,-1,0.9
Cc1ccc(-c2noc(CCCN3C(=O)c4ccccc4C3=O)n2)cc1,-2,2,-0.5,-0.1,-9,-1,-13,-2,-7,0.0
O=C(CN1CCN(S(=O)(=O)c2ccc(F)cc2)CC1)Nc1ccnn1C1CCCC1,0,-5,0.4,1.3,10,5,-3,1,-4,-1.5
O=C(CN1C(=O)NC2(CCOc3ccccc32)C1=O)c1ccc(Cl)s1 (centres undefined),2,0,-0.1,0.7,-6,-5,-4,-4,-2,0.3
CCC(C)NC(=O)CN(c1ccc2c(c1)OCO2)S(=O)(=O)c1c(C)n[nH]c1C (centres undefined),-2,6,-0.7,0.9,-6,1,-3,0,-8,-1.1
COc1ccc(N2CCN(Cc3cc(=O)c(OCC(=O)Nc4ccccc4)co3)CC2)cc1,1,6,0.2,0.7,-2,-3,-16,-4,-2,-0.4
Cc1ccc(/C=N/NC(=S)NC2CCS(=O)(=O)C2)cc1 (centres undefined),0,3,-0.4,2.5,-11,-10,9,0,-3,-0.5
O=C(CCN1C(=O)/C(=C/c2ccc(F)cc2)SC1=S)Nc1cc([N+](=O)[O-])ccc1O,15,-8,-1.2,0.7,64*,-4,-1,1,6,13
CC1CCC2(CC1)NC(=O)N(CC(=O)N1CCN(C(=O)c3cccs3)CC1)C2=O (centres undefined),2,2,-0.8,-0.9,7,3,-1,2,-11,0.7
CCC12CN3CCN(CC(C3)/C1=N\NC(=O)c1ccc(Cl)cc1)C2,0,4,-0.2,0.3,-13,4,-8,0,0,-0.8

Some of these compounds in order of SMILES length, descending.
Structure,STEP inh,CendR NRP1 mod,TbMetRS inhib,MsrA inhibitor,Scp1 inh,SUMO1-SIM PPI,E coli Lon inh,DNMT1 inh,bovine MsrA act,LMPTP block
O=C(CP(=O)(c1ccccc1)c1ccccc1)Nc1nc2ccc(Cl)cc2s1,-1,6,1.3,-0.5,-13,-2,-3,-4,-3,2.2
CCN(Cc1ccc(Cl)s1)C(=O)c1cccc(OCc2c(C)noc2C)c1,0,-10,-0.5,0.3,-2,1,-4,-3,0,1.0
COc1cccc(CNC(=O)COC(=O)C2CC3CCCC(C2)C3=O)c1 (centres undefined),2,6,-0.2,-0.1,-3,3,-3,1,-5,-0.2
